RECQ1 helicase = blocks DNA unwinding by human RECQ1. P46063. RECQ1 DNA unwinding, red fluorescence kinetic read. Potency, µM (highest dose often 57.3 µM), for the others: top-dose activity, negative = inhibition, hits mostly inhibitors. actives 0.54% (n = 240,000). AID 2549;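 also: plate controls were vehicle for no effect and no enzyme for full effect; nearly all actives have a fitted effect of over 30% in size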
Target sequence (P46063 whole entry, looked up): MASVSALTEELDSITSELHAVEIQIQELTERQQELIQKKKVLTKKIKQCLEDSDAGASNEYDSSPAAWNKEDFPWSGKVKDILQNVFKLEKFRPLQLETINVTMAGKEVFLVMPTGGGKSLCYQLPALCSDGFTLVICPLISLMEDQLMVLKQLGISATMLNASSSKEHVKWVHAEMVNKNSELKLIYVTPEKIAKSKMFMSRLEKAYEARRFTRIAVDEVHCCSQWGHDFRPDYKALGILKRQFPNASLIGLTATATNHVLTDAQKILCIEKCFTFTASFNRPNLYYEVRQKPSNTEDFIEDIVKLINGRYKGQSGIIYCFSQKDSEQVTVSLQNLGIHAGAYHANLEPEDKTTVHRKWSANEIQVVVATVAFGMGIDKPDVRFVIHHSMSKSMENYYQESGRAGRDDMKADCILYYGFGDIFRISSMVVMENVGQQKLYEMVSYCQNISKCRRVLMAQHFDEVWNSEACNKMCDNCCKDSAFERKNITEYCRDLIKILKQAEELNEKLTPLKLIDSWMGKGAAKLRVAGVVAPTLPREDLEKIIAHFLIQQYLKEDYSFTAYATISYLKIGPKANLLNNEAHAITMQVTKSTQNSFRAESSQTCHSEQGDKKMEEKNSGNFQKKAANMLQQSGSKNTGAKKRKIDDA
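RECQ1T1 50 nM; forked duplex (20 bp + 30-nt ss tails) 200 nM, ATP 2 mM final; pH 8.0, 2 mM MgCl2, 2.5 ug/ml poly(dI-dC); 15 min compound preincubation; discontinuous kinetic read over 2 h at RT.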
Tau FP inhib = tau fibrillization inhibition (FP) | AID 1468 | P10636 | actives 0.39% (n = 280,000) | K18 P301L tau heparin fibrillization, Alexa594 FP, 6 h | Potency, µM (highest dose often 57.7 µM), for inactives: at the top dose activity, negative = inhibition, most hits filed as inhibitors; also: nearly all actives have a fitted effect of over 55% in size
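Human K18 P301L fragment (15 uM unlabeled plus 0.24 uM Alexa 594-labeled) in 100 mM sodium acetate pH 7 with compound, aggregation induced by 20 uM heparin for 6 hr at 37 C. ThT (30 uM) added for 1 hr, then Alexa 594 FP read.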
TRb SRC2 PPI = inhibitors of human thyroid hormone receptor beta-SRC2 interaction; Potency, µM (series often up to 106 µM), without a hit: top-dose activity change, negative = inhibition, actives largely listed as inhibitors; TRbeta-SRC2 peptide binding, fluorescence polarization; receptor liganded with 1 µM T3; P10828; actives 0.065% (n = 280,000); AID 1469;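 also: plate controls were bound peptide for no effect and peptide without receptor for full effect; nearly all actives have a fitted effect of over 50% in size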
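Read-out is fluorescence polarization (555 nm excitation, 632 nm emission) of a Texas Red SRC2 coactivator peptide; loss of signal reflects blocked binding to human TRb ligand-binding domain in the presence of 1 uM T3.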
JMJD2E inh = inhibitors of human JMJD2E histone demethylase. B2RXH2. JMJD2E catalytic domain, FDH-coupled NADH fluorescence (FDH is formaldehyde dehydrogenase). Potency, µM (titrated, usually from 57.1 µM), for the others: at the highest dose activity change, negative = inhibition, hits mostly inhibitors. actives 1.6% (n = 230,000). AID 2147; active = well fitted inhibition curve with a large enough effect, not every such curve was filed as active; inconclusive = small, poorly fitted or top-dose-only effect, or another doubt; inactive = no such curve, though single readings can be large or run the other way;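 also: 0% = wells with enzyme and -100% = buffer wells without enzyme; nearly all actives have a fitted effect of over 50% in size; many of its hits are not listed in these tables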
L3MBTL1 inh = L3MBTL1 (human) inhibition; Q9Y468; AlphaScreen L3MBTL1–H3K9me1 peptide binding; Potency, µM (titrated, usually from 57.1 µM), for inactives: at the highest dose activity, negative = inhibition, actives largely listed as inhibitors; actives 0.66% (n = 230,000); also: nearly all actives have a fitted effect of over 60% in size
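L3MBTL1 50 nM + b-AHA-H3(1-15)K9me1 75 nM, 30 min RT; compound added, 30 min RT; streptavidin donor/Ni-chelate acceptor beads 10 ug/mL each final, 30 min RT dark; AlphaScreen read.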
GoLoco inh red = inhibitors of human Gai1-RGS12 GoLoco interaction (red fluorophore); Gai1:RGS12 GoLoco peptide FP, rhodamine, 10 min; Potency, µM (top dose mostly 61.6 µM), for the others: top-dose activity, negative = inhibition, hits mostly inhibitors; actives 0.44% (n = 230,000); AID 880; active = well fitted inhibition curve with a large enough effect, not every such curve was filed as active; inactive = no such curve, though single readings can be large or run the other way; also: nearly all actives have a fitted effect of over 30% in size; many of its hits are not listed in these tables
Target sequence (P63096 whole entry, looked up): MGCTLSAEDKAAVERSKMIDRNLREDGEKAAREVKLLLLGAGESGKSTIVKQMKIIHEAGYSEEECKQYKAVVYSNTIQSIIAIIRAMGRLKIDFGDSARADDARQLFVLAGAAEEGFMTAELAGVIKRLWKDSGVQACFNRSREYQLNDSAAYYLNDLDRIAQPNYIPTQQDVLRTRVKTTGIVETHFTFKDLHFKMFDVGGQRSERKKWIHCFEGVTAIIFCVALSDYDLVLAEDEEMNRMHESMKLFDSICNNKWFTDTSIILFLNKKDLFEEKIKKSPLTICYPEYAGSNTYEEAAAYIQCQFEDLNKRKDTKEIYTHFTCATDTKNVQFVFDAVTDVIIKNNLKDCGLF
TexasRed fluor = counter-screen for TRb-SRC2 inhibitors: fluorescence interference. TRb/SRC2 Texas Red total fluorescence interference. Potency, µM (titrated, usually from 106 µM), without a hit: at the top dose fluorescence change, negative = quenching. actives 0.29% (n = 280,000); active = well fitted curve in either direction with a large enough effect; inconclusive = small, poorly fitted or top-dose-only effect
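Flags fluorescent or light-absorbing compounds by total fluorescence, S + 2P, at 555 nm excitation and 632 nm emission. Mixture: 20 nM Texas Red SRC2 peptide, 0.6 uM human TRb LBD, 1 uM T3, 5% DMSO; compound exposure 5 h at ambient temperature.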
Tau fibril ThT = blocks human tau fibril formation measured by thioflavin T | P10636 | recombinant tau K18 P301L (four-repeat tau fragment), heparin-induced fibrillization, ThT fluorescence | actives 2.1% (n = 270,000) | Potency, µM (doses to about 57.4 µM), for the others: at the highest dose activity, negative = inhibition, actives largely listed as inhibitors; also: nearly all actives have a fitted effect of over 55% in size
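Tau K18 P301L fragment (15 uM unlabeled plus 0.24 uM Alexa 594-labeled) in 100 mM sodium acetate pH 7 with compound, fibrillization induced by 20 uM heparin for 6 hr at 37 C. Thioflavin T (30 uM) added, fluorescence read after 1 hr (ex 450, em 510 nm).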
Active calls of the source: *; i = inactive; u = inconclusive; x = no result given; [ ] = remark or other dose. Unless noted, calls follow the shape of the dose curve; as a rule, active = well fitted curve in the direction sought with a large enough effect; inconclusive = small, poorly fitted or top-dose-only effect, or another doubt; inactive = no such curve, though single readings can be large; an effect the other way counts as inactive or inconclusive. Unless noted, % is scaled to controls: 0 for no effect and ±100 for the full control effect; potency is read from the fitted curve at half-maximal effect. A portion of the library; count on the stated rates, not on these rows.

SMILES,RECQ1 helicase,Tau FP inhib,TRb SRC2 PPI,JMJD2E inh,L3MBTL1 inh,GoLoco inh red,TexasRed fluor,Tau fibril ThT
FC(F)(F)c1cccc(-c2nnn3c2nc(NC2CCCCC2)c2ccccc23)c1,x,u,-7%,x,x,x,0%,-5%
O=C(COc1ccccc1Cl)Nc1cc(Cl)ccc1Oc1ccccc1,-18%,-15%,5%,-1%,7%,0%,-1%,0%
CCc1ccccc1NC(=O)c1cccc(N2C(=O)C3C4CCC(C4)C3C2=O)c1 (centres undefined),11%,0%,2%,0%,4%,4%,-1%,-8%
Cc1nc(N=C(N)N)nc2ccccc12,21%,4%,-3%,-6%,-2%,1%,1%,2%
O=C(/C(=C/c1ccc(Cl)cc1)c1nc2ccccc2[nH]1)c1ccccc1,-4%,u,-10%,2%,-2%,8%,-1%,40µM*
S=C(NCc1ccccc1Cl)NC1CCCC1,-2%,-1%,-5%,5%,6%,6%,-4%,4%
CCOC(=O)c1cc(C)n(CC2CCC(C(=O)Nc3ccc(C(=O)OC)cc3)CC2)c1C (centres undefined),x,2%,4%,x,x,x,-1%,13%
Cc1c(NC(=O)/C(C#N)=C/c2ccc(-c3cccc(Cl)c3)o2)c(=O)n(-c2ccccc2)n1C,-7%,8%,6%,10%,-10%,9%,-1%,13µM*
O=C(CSc1nnc(-c2ccccc2)n1-c1ccccc1)NCc1ccco1,-3%,-4%,0%,3%,x,-7%,3%,-8%
N=c1ncn(CC(O)CO)c2nc(N3CCOCC3)[nH]c12 (centres undefined),-9%,0%,-1%,2%,x,-3%,-1%,-7%
CSc1ccc([C@H]2CN3CCC[C@H]3c3ccccc32)cc1,-10%,u,2%,x,x,18%,2%,u
CCOC(=O)C1CCN(C(=O)COC(=O)CCOc2ccc(C)cc2)CC1,i,3%,-14%,4%,x,8%,-2%,1%
O=C(c1n[nH]c(=O)c2ccccc12)N1CCN(c2ccc(F)cc2)CC1,i,1%,-3%,5%,4%,-1%,-5%,-7%
COc1ccc(C2=Nn3c(nnc3C3CCCCC3)SC2)cc1OC,i,-7%,-16%,-6%,x,20%,3%,-18%
Brc1ccc2nc(CSc3ncn[nH]3)cn2c1,-7%,-7%,-8%,-2%,5%,10%,-3%,-14%
OCCn1c(-c2ccc3c(c2)OCO3)csc1=Nc1ccccc1,-12%,12%,3%,-6%,-9%,2%,-2%,u
O=C(Cn1c(=O)oc2ccccc21)Nc1n[nH]c(=S)s1,8%,-2%,-4%,u,-15%,16%,-1%,-14%
COc1ccccc1OCC(=O)NCCSCc1ccccc1Cl,i,7%,0%,-9%,0%,7%,-5%,-8%
COc1cccc(CNc2ncnc3onc(C)c23)c1,x,-7%,5%,x,x,x,-22%,0%
COc1ccc(NC(=S)N(CCN2CCOCC2)C2CCN(C(C)=O)CC2)cc1Cl,3%,2%,1%,-2%,x,-4%,-2%,-6%
COc1ccc(NC(=O)c2ccc3c(c2)NC(=O)CS3)cc1S(=O)(=O)Nc1ccc(Br)cc1,i,28µM*,-5%,u,-3%,-1%,0%,1%
CCc1cccc(C)c1NC(=O)CN1CCCN(Cc2ccccc2Cl)S1(=O)=O,x,13%,0%,x,x,x,-2%,-1%
O=C(Nc1ccc(-c2csc(Nc3cccc(C(F)(F)F)c3)n2)cc1)c1ccccc1,i,0%,-5%,u,x,6%,-3%,u
Nc1cc(C(=O)O)ccc1N1CCCCCC1,i,7%,7%,u,27%[11.4 µM],4%,1%,-7%
COC(=O)Nc1ccc(S(=O)(=O)N2CCCC(C(=O)N3CC(C)OC(C)C3)C2)cc1 (centres undefined),-13%,-5%,-4%,0%,-3%,-6%,-3%,-3%

Laid out differently: 2 of the compounds above.
compound: Cc1c(NC(=O)/C(C#N)=C/c2ccc(-c3cccc(Cl)c3)o2)c(=O)n(-c2ccccc2)n1C
  RECQ1 helicase: -7%; Tau FP inhib: 8%; TRb SRC2 PPI: 6%; JMJD2E inh: 10%; L3MBTL1 inh: -10%; GoLoco inh red: 9%; TexasRed fluor: -1%; Tau fibril ThT: 13µM*

compound: O=C(CSc1nnc(-c2ccccc2)n1-c1ccccc1)NCc1ccco1
  RECQ1 helicase: -3%; Tau FP inhib: -4%; TRb SRC2 PPI: 0%; JMJD2E inh: 3%; L3MBTL1 inh: x; GoLoco inh red: -7%; TexasRed fluor: 3%; Tau fibril ThT: -8%

Continuation.
Below each compound: RECQ1 helicase | Tau FP inhib | TRb SRC2 PPI | JMJD2E inh | L3MBTL1 inh | GoLoco inh red | TexasRed fluor | Tau fibril ThT
- COC(=O)CNC(c1ccccc1)c1cc(Br)ccc1NC(=O)OCc1ccccc1 (centres undefined)
 : -7% | 2% | -4% | 3% | 62%[activator] | -21% | -11% | 8%
- COc1ccc(C(=O)NNC2=Nc3cccc4cccc2c34)cc1
 : i | 7% | -4% | 2% | -12% | 1% | 0% | u
- FC(F)(F)C(F)(F)C(F)(F)c1nnc2ccc(N3CCOCC3)nn12
 : -8% | 0% | 2% | -3% | -5%[11.4 µM] | 7% | -4% | 1%
- O=C(Cn1ccc([N+](=O)[O-])n1)Nc1ccccn1
 : -6% | 0% | -5% | 3% | 2% | 4% | 1% | -15%
- O=C(c1cccc(S(=O)(=O)N2CCc3ccccc32)c1)N1CCN(c2ccccn2)CC1
 : -5% | 3% | -7% | -7% | -6% | 0% | 5% | -9%
- CC1(c2cccc3ccccc23)NC(=O)N(CC(=O)NC2CCS(=O)(=O)C2)C1=O (centres undefined)
 : -1% | -2% | 6% | -3% | u | x | 2% | -2%
- CC1=CC(C)(C)N2C(=O)C3(C(C#N)=C(N)OC4=C3C(=O)CC(C)(C)C4)c3cc(C)cc1c32 (centres undefined)
 : -3% | -1% | 2% | 8% | x | -4% | 0% | -13%
- Cc1ccc(NC(=S)Nc2ccc(Br)cc2)cc1
 : -18% | -3% | 4% | 1% | 0% | 0% | 1% | -1%
- S=c1[nH]nc(-c2cc(-c3ccsc3)n[nH]2)n1-c1cccc2ccccc12
 : 3% | 0% | -1% | -1% | -11% | 0% | -4% | -17%
- CSc1cccc(NC(=S)N(CCC(C)C)C2CCN(C(C)=O)CC2)c1
 : -6% | -8% | -9% | 1% | x | 1% | -1% | -11%
- O=C(NCc1ccccc1)c1ccc(C(=O)N(C2CCCCC2)C2CCCCC2)cc1
 : -4% | 10% | 1% | 10% | x | 4% | 2% | u
- Cc1cccc(OCC(=O)Nc2ccc3nc(SCc4ccccc4)sc3c2)c1
 : x | -12% | 7% | x | x | x | 13% | u
- COc1ccccc1N1CCN(C(=O)Cn2c(=O)[nH]c3ccsc3c2=O)CC1
 : -1% | 3% | 2% | 0% | x | -2% | -2% | u
- O=C(Nc1ccccc1)C1C2/C=C\CCCCC21 (centres undefined)
 : i | -4% | 3% | -11% | 4%[11.4 µM] | 10% | -2% | -5%
- O=C(Cc1ccc(Cl)cc1)NC(=S)Nc1ccccc1N1CCOCC1
 : -6% | -9% | -20% | -7% | -6% | 8% | -2% | 0%
- Cc1ccc(C(=O)Oc2ccc(N3C(=O)CCC3=O)c(C)c2)cc1
 : i | -5% | -6% | 5% | 9% | 0% | 3% | -3%
- Cc1ccc(Cl)cc1NC(=O)N1CCC(CN2CCCCCC2)CC1
 : x | -8% | 1% | x | x | x | 9% | u
- CC(=O)OC(C(=O)NC1CCCCC1)c1ccc(Cl)cc1 (centres undefined)
 : -8% | -7% | -9% | 15% | x | 5% | -2% | -4%
- Cc1cc(N2CCCC2=O)cc(C)c1S(N)(=O)=O
 : -1% | -4% | -1% | 2% | -4% | 11% | 1% | -2%
- O=C(NCc1cccs1)C1CCCN1C(=O)Nc1cccc(Cl)c1 (centres undefined)
 : i | 3% | -8% | -1% | 2% | 6% | 1% | 4%
- O=C(O)CCC(=O)Nc1ccc(Br)c(Cl)c1
 : i | -13% | 4% | -1% | 1% | 4% | 3% | -4%
- CSc1ccccc1C(=O)Nc1ccccc1C
 : i | -5% | 1% | 0% | 4% | 19% | 0% | 4%
- Cc1c(Cl)cccc1NC(=O)C1CCCN(C(=O)c2cnn(-c3ccccc3)c2-n2cccc2)C1 (centres undefined)
 : x | -5% | 10% | x | x | x | -1% | -10%

Three entries picked at random from the list so far:
Below each compound: RECQ1 helicase | Tau FP inhib | TRb SRC2 PPI | JMJD2E inh | L3MBTL1 inh | GoLoco inh red | TexasRed fluor | Tau fibril ThT
- O=C(NCc1cccs1)C1CCCN1C(=O)Nc1cccc(Cl)c1 (centres undefined)
 : i | 3% | -8% | -1% | 2% | 6% | 1% | 4%
- CC(=O)OC(C(=O)NC1CCCCC1)c1ccc(Cl)cc1 (centres undefined)
 : -8% | -7% | -9% | 15% | x | 5% | -2% | -4%
- COc1ccccc1N1CCN(C(=O)Cn2c(=O)[nH]c3ccsc3c2=O)CC1
 : -1% | 3% | 2% | 0% | x | -2% | -2% | u

Only Tau FP inhib, JMJD2E inh and RECQ1 helicase, for some of the entries so far:
Molecule	Tau FP inhib	JMJD2E inh	RECQ1 helicase
O=C(NCc1ccccc1)c1ccc(C(=O)N(C2CCCCC2)C2CCCCC2)cc1	10%	10%	-4%
CSc1cccc(NC(=S)N(CCC(C)C)C2CCN(C(C)=O)CC2)c1	-8%	1%	-6%
O=C(c1cccc(S(=O)(=O)N2CCc3ccccc32)c1)N1CCN(c2ccccn2)CC1	3%	-7%	-5%
O=C(O)CCC(=O)Nc1ccc(Br)c(Cl)c1	-13%	-1%	i
O=C(Cc1ccc(Cl)cc1)NC(=S)Nc1ccccc1N1CCOCC1	-9%	-7%	-6%
